SSB-PriA inh: inhibitors of Klebsiella pneumoniae PriA binding to SSB C-terminal tail, primary screen, biochemical, AlphaScreen; 430,000 compounds, 0.6% hits; inhibition, % at 33 µM; AlphaScreen SSBct-PriA binding, biotinylated peptide; PriA–SSB C-terminal tail interaction (Klebsiella pneumoniae); in the data active = inhibition mostly above about 37%, no sharp cut-off; inactive = mostly below about 20%;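 note: plate controls were negative control peptide for no effect and reference peptide for full effect; strong numbers were not always called active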
Active calls of the source: *; & = joins results of further samples.

SMILES	SSB-PriA inh
COc1cccc(CCNC(=O)C(=O)Nc2ccc([N+](=O)[O-])cc2C)c1	1
O=c1c2cc(-c3ccc(F)cc3)nn2ccn1Cc1nc(-c2ccccn2)no1	-2
CCOc1ccc(-c2cc(=O)n(CC(=O)NCCn3nc(-c4ccc(F)cc4)ccc3=O)cn2)cc1	-5
O=C(CSc1nc2ccccc2o1)N1CCCCC(c2ccc(F)cc2)C1 (stereo not given)	-17
Cc1ccsc1[C@@H](O)CNC(=O)c1ccccc1Br	0
CSc1nc(NC(C)C)c2cnn(CCNC(=O)c3cccc(C(F)(F)F)c3)c2n1	-20
CCOc1ccc(-c2cc(=O)n(CC(=O)Nc3ccc(OC(F)(F)F)cc3)cn2)cc1	-14
CC(=NN1CCCCCC1)c1c(O)n(-c2ccccc2C)c(=O)[nH]c1=O	-9
O=C(Nc1nc2c(s1)COCC2)c1ccc2ncsc2c1	-9
Cc1nn(C[C@H](O)COc2ccc(C(=O)c3ccccc3)cc2)c(C)c1Cl	-14
Cc1cc(C(=O)N2CCc3nc4ccc(F)cn4c(=O)c3C2)c(C)o1	-3
O=C(Nc1cc2ccccc2cc1NC(=O)c1ccc(-c2ccccc2)cc1)c1ccc(-c2ccccc2)cc1	-8&4
Nc1nnc(-c2cc(Br)cs2)o1	-1
OCCc1nc2ccccc2n1Cc1c(F)cccc1Cl	-2&-2
Cc1cc(NC(=O)c2ccco2)n(-c2nc3c(cnn3-c3ccc(F)cc3)c(=O)[nH]2)n1	-7
Cc1noc(C)c1CC(=O)N1CCN(C[C@H](O)C2CC2)CC1	2
O=C(NCCc1c[nH]c2ccccc12)C(=O)Nc1nc2ccccc2s1	-10
Cc1cc(=O)[nH]c(-n2nc(-c3cccs3)cc2NC(=O)CSCc2ccccc2)n1	-9
CCOc1cccc2cc(-c3csc(NC(=O)c4sc5ccccc5c4Cl)n3)oc12	5
N#Cc1nc(-c2ccc(COc3ccc(Cl)cc3)o2)oc1N1CCc2ccccc2C1	-22
CC(=O)N1CCc2c(sc(NC(=O)/C=C/c3cccs3)c2C(N)=O)C1	-1
Cc1c(C(=O)O)oc2c1C(=O)CCC2	-8
Cc1ccccc1S(=O)(=O)N=C(Nc1c(C)n(C)n(-c2ccccc2)c1=O)c1ccccc1	-8
CC(CC=NNC(=O)COc1cc(Cl)ccc1Cl)c1ccccc1 (stereo not given)	-12
Cc1ccc(S(=O)(=O)N(CC(=O)NN=Cc2ccco2)c2cc(Cl)cc(Cl)c2)cc1	20
Cc1cc(NC(=O)[C@H]2CC(=O)N(c3ccccc3)C2)n(-c2nc3c(cnn3-c3ccccc3)c(=O)[nH]2)n1	-2
CCn1ccc(C(=O)N(Cc2ccccc2)c2nc3ccc(Cl)cc3s2)n1	-11
O=C(CCn1cnc2c(cnn2-c2ccc(F)cc2)c1=O)NCc1cccnc1	-6
CCOc1ccc(C=NNC(=O)c2ccoc2C)cc1OC	-5
COc1ccc(CC(=O)N2CCCC(c3nnc(-c4cccs4)o3)C2)cc1 (stereo not given)	-23
O=C(Nc1ccc(C(F)(F)F)cc1)Nc1ccc2c(c1)CN(C(=O)c1cccs1)CC2	-4
COc1ccccc1NC(=O)c1c(C)[nH]c(=S)c(C#N)c1-c1ccco1	7
Cc1nc(Nc2ccc(NS(=O)(=O)c3ccc(OC(F)(F)F)cc3)cc2)cc(-n2ccnc2)n1	-11
O=C(Nc1nnc(-c2ccc(Br)cc2)o1)c1ccccc1[N+](=O)[O-]	-10
Cc1ccc(CNC(=O)Cn2nc3ccc(SCc4ccc(Cl)cc4)nn3c2=O)cc1	-4
COc1cc(C)c(Br)cc1S(=O)(=O)NCCc1ccccc1	3&-3
CCN(CC)CCNN=C(C)c1c(O)[nH]c(=O)[nH]c1=O	-2
Cc1noc(C)c1S(=O)(=O)NCCn1nc(-c2ccsc2)cc1C1CC1	-1
O=C(NCc1ccccc1-c1ccsc1)Nc1ccccc1Cl	-3
O=C(Nc1nnc(Cc2cccs2)o1)c1ccccc1	28
CCOC(=O)c1sc(NC(=O)COc2ccc(C)cc2C(C)(C)C)nc1C	-4&8
O=S(=O)(C1CCCCC1)N1CC(Oc2nccs2)C1	-3
Cc1noc(CNC(=O)C2CN(C(=O)c3ccc4c(c3)OCO4)C2)n1	-5
Nc1nc(N2CCN(C3CCCCC3)CC2)ncc1C(=O)NCc1ccccc1F	-21
C=CCc1cccc(/C=N\Nc2nc(-c3ccc4ccccc4c3)cs2)c1O	-3
Cc1ccc(CSc2nccn(-c3ccc(Br)cc3)c2=O)cc1	-13
CCOC(=O)c1sc(NC(=O)CCS(=O)(=O)c2ccc(OC)cc2)cc1C	-9
O=C(NC[C@@](O)(c1ccco1)C1CC1)c1c(F)cccc1Cl	-3
O=C(Nc1ccc2c(c1)CN(C(=O)c1ccco1)CC2)c1ccc(F)cc1	-16
Cc1cc(C)n(-c2nc(-c3cccnc3)nc3ccccc23)n1	4
COc1ccc(SCC(=O)N(CCn2cccn2)c2nc3c(F)cccc3s2)cc1	5
O=C1CN(C(=O)c2cnn(-c3ccccc3)n2)CCN1	0
CN1CCN(n2c3c(c(SCC(=O)Nc4nc5ccccc5s4)nc2=O)CCC3)CC1	-15
C#CCn1c(=NC(=O)c2ccc(S(=O)(=O)N3CCOCC3)cc2)sc2cccc(Cl)c21	-3
CCn1c(SCC(=O)Nc2ccc3c(c2)OCCO3)nc2c(-c3ccccc3)c[nH]c2c1=O	-8&6
COc1cccc2sc(N3CC(C(=O)NCc4ccc5c(c4)OCO5)C3)nc12	-8
COc1cccc(NC(=O)NCC2CCN(c3ncccc3C#N)CC2)c1OC	5
O=C(NN=Cc1cccs1)c1ccc2nc[nH]c2c1	-14
CCc1cccc(NC(=O)Cn2cccc(-c3nc(-c4ccc(OC)c(OC)c4)no3)c2=O)c1	-16
Cc1cccc2sc(N(Cc3ccccn3)C(=O)[C@H]3CC(=O)N(c4ccccc4)C3)nc12	-18
Other records
SMILES	SSB-PriA inh
CC(C)(C)OC(=O)NCC(=O)NC1CC(=O)N(C2CC2)C1 (stereo not given)	-18
Cc1cc(C)cc(OCCNS(=O)(=O)c2cc([N+](=O)[O-])ccc2Cl)c1	36*
O=S(=O)(c1ccc(Cl)cc1)N1CCSC1c1ccc2c3c(cccc13)CC2 (stereo not given)	-11
COc1cccc2sc(OC3CN(C(=O)c4ccccc4F)C3)nc12	21
Cn1nc(CCC(=O)NCc2cccs2)ccc1=O	4
Cc1cc([C@@H](O)CCNC(=O)C(=O)NC2CC2)c(C)o1	-7
Clc1nc(-c2ccccn2)nc2ccccc12	42
COc1ccc(S(=O)(=O)Nc2ccc(-c3ccc(S(C)(=O)=O)nn3)cc2)cc1OC	-4
O=C(Cn1ccc2ccccc21)NCCN1Cc2cc(Cl)ccc2OCC1=O	-12
CN1CCc2cc(C(CNC(=O)C(=O)NCc3ccc(Cl)cc3)N(C)C)ccc21 (stereo not given)	22
Cc1ccc(C)c(NC(=O)C(=O)NCCc2csc3nc(-c4ccccc4C)nn23)c1	-19
Cc1cc(N2CCN(S(=O)(=O)c3ccc(F)cc3)CC2)n2c(nc3ccccc32)c1C#N	8
O=C(C1CCN(c2ccc(-c3cccs3)nn2)CC1)N1CCOCC1	-4
NC(=S)N/N=C\c1ccccc1OC(=O)c1cc([N+](=O)[O-])cc([N+](=O)[O-])c1	6
CCC(C(=O)Nc1cc(-c2ccco2)nn1-c1nc(C)c(C)c(=O)[nH]1)c1ccccc1 (stereo not given)	2
NC(=NOC(=O)CCCOc1ccccc1)c1cccc(Br)c1	3
Cc1ccccc1CON=Cc1[nH]ncc1Br	1
COc1ccc(C(O)=C(C#N)c2nc3ccccc3n2C)cc1OC	-20
COc1ccc(Cl)cc1C(=O)NCC#CCOc1ccc2c(c1)OCO2	2
Cn1cccc(C(=O)NCC(O)c2ccc3c(c2)CCO3)c1=O (stereo not given)	-32
O=C1NC(=NN=Cc2cccs2)SC1Cc1ccc(Cl)c(Cl)c1 (stereo not given)	2
Cc1cccc(NC(=O)NCC[C@H](O)c2ccccc2)c1	-2
O=C(NCCc1cccs1)C1CCN(c2cc(Oc3ccccc3)ncn2)CC1	5
COc1cccc(S(=O)(=O)NCCc2ccoc2)c1	-7
O=C(NC[C@@H](c1ccsc1)N1CCCC1)c1cccc(Cl)c1	-8
O=C(CSc1nc2c(oc3ccccc32)c(=O)n1Cc1ccc2c(c1)OCO2)Nc1nccs1	19
CCc1ccc(NC(=O)C(=O)NCCO)cc1	-15
Cn1cc(C(=O)N(CCc2cccs2)Cc2ccco2)nn1	-25
O=C(Cc1csc(Nc2ccc(F)cc2)n1)N1CCc2ccccc2C1	7
O=C(c1cccs1)N(Cc1ccccc1)c1nc2c(F)cccc2s1	5

A different layout for part of the listing above.
Structure | SSB-PriA inh
NC(=NOC(=O)CCCOc1ccccc1)c1cccc(Br)c1 | 3
Cc1ccccc1CON=Cc1[nH]ncc1Br | 1

Carrying on:
SMILES	SSB-PriA inh
O=C(/C=C/c1cccc(Cl)c1Cl)Nc1cc2ccccc2oc1=O	-2
C[C@](O)(CNS(=O)(=O)c1cc2c3c(c1)CCN3C(=O)CC2)c1ccc2c(c1)OCO2	-12
Nc1nc(-c2cc(Cl)sc2Cl)cs1	27
O=C(CNC(=O)c1cccc(F)c1)NN=Cc1cccnc1	-46
COC(CNC(=O)NCc1ccc(F)cc1)c1ccccc1C (stereo not given)	-3
Clc1ccc(OCCN2CCN(c3ncnc4scc(-c5cccs5)c34)CC2)cc1	6
CCOc1ccccc1NC(=O)C(=O)NCC(O)c1cccs1 (stereo not given)	9
CC(=NN=c1sc2ccccc2n1C)c1ccc(N2CCOCC2)cc1	12
COc1ccc(C(=O)Nc2ccc3c(c2)CN(C(=O)c2ccco2)CC3)c(OC)c1OC	-1
O=C(NCc1ccc(Cl)cc1)N1CCCC1CS(=O)(=O)c1ccccc1 (stereo not given)	-12
CN(C)CCN(C(=O)c1ccc2c(c1)CCCC2)c1nc2c(F)cc(F)cc2s1	-10
COc1cn(CC(=O)Nc2ccc(Br)cc2)c(CN2CCC(C)CC2)cc1=O	-3
CC(=NNC(=O)c1nnn(-c2nonc2N)c1-c1ccccc1)c1ccc2c(c1)OCO2	-15
Cc1csc(NN=Cc2ccccc2F)n1	-4
CC(=O)Nc1ccc(CC(=O)N[C@H](c2cccnc2)C2CCOCC2)cc1	-14
CC(C)C(=O)Nc1ccccc1C(=O)NN=Cc1ccc([N+](=O)[O-])cc1	-1
CCOC(=O)c1nn(-c2ccc(F)cc2)c(=O)cc1NC(=O)C(CC)CC	-14
CCOC(=O)c1sc(N=Cc2ccc(O)cc2O)cc1C	4
COc1cc(/C=C2\Oc3cc(OC/C=C(\C)CCC=C(C)C)ccc3C2=O)cc(OC)c1OC	-9
O=C(NCc1ccco1)c1cc2cc([N+](=O)[O-])ccc2oc1=O	4
CCNC(=O)N1CC(S(=O)(=O)C2CCCCC2)C1	15
Cc1cc(NC(=O)Cn2cnc3c(cnn3CCO)c2=O)no1	-5
CCOC(=O)C1CCN(C[C@H](O)COc2ccccc2Br)CC1	1
COc1ccc(-c2noc(CSc3nc4ccsc4c(=O)n3CC(C)C)n2)c(OC)c1	0
COc1cccc(C=NNC(=O)c2ccc(=O)n(C)c2)c1O	-1
O=C(Nc1ccc2c(c1)CN(C(=O)c1cccs1)CC2)[C@H]1CC(=O)N(c2ccc(Cl)cc2)C1	-4
Cc1nc2ccc(NC(=O)C3CCN(S(C)(=O)=O)CC3)cc2s1	-8
Cc1csc2nc(-c3cccc(NC(=O)c4ccccc4[N+](=O)[O-])c3)cn12	7
Cc1cc(CN2CCN(c3ccccc3)CC2)c(C)n1-c1cccc(C(F)(F)F)c1	79
O=C(NN=Cc1cc(Br)cc([N+](=O)[O-])c1O)c1ccc(NC(=O)c2ccc(F)cc2)cc1	10
CSc1ccccc1NC(=O)C(=O)NCCN1CCOC(c2ccccc2)C1 (stereo not given)	-3
O=C(CCSc1ccccc1)N(CCn1cccn1)c1nc2c(F)cccc2s1	-18&-7
COc1ccc(C2(C(=O)Nc3ccc(N4CCCC4=O)c(C)c3)CCOCC2)cc1	-13

24 of the compounds above, with bars between the fields:
SMILES | SSB-PriA inh
COc1cccc(CCNC(=O)C(=O)Nc2ccc([N+](=O)[O-])cc2C)c1 | 1
O=c1c2cc(-c3ccc(F)cc3)nn2ccn1Cc1nc(-c2ccccn2)no1 | -2
CCOc1ccc(-c2cc(=O)n(CC(=O)NCCn3nc(-c4ccc(F)cc4)ccc3=O)cn2)cc1 | -5
O=C(CSc1nc2ccccc2o1)N1CCCCC(c2ccc(F)cc2)C1 (stereo not given) | -17
Cc1ccsc1[C@@H](O)CNC(=O)c1ccccc1Br | 0
CSc1nc(NC(C)C)c2cnn(CCNC(=O)c3cccc(C(F)(F)F)c3)c2n1 | -20
CCOc1ccc(-c2cc(=O)n(CC(=O)Nc3ccc(OC(F)(F)F)cc3)cn2)cc1 | -14
CC(=NN1CCCCCC1)c1c(O)n(-c2ccccc2C)c(=O)[nH]c1=O | -9
O=C(Nc1nc2c(s1)COCC2)c1ccc2ncsc2c1 | -9
Cc1nn(C[C@H](O)COc2ccc(C(=O)c3ccccc3)cc2)c(C)c1Cl | -14
Cc1cc(C(=O)N2CCc3nc4ccc(F)cn4c(=O)c3C2)c(C)o1 | -3
O=C(Nc1cc2ccccc2cc1NC(=O)c1ccc(-c2ccccc2)cc1)c1ccc(-c2ccccc2)cc1 | -8&4
Nc1nnc(-c2cc(Br)cs2)o1 | -1
OCCc1nc2ccccc2n1Cc1c(F)cccc1Cl | -2&-2
Cc1cc(NC(=O)c2ccco2)n(-c2nc3c(cnn3-c3ccc(F)cc3)c(=O)[nH]2)n1 | -7
Cc1noc(C)c1CC(=O)N1CCN(C[C@H](O)C2CC2)CC1 | 2
O=C(NCCc1c[nH]c2ccccc12)C(=O)Nc1nc2ccccc2s1 | -10
Cc1cc(=O)[nH]c(-n2nc(-c3cccs3)cc2NC(=O)CSCc2ccccc2)n1 | -9
CCOc1cccc2cc(-c3csc(NC(=O)c4sc5ccccc5c4Cl)n3)oc12 | 5
N#Cc1nc(-c2ccc(COc3ccc(Cl)cc3)o2)oc1N1CCc2ccccc2C1 | -22
CC(=O)N1CCc2c(sc(NC(=O)/C=C/c3cccs3)c2C(N)=O)C1 | -1
Cc1c(C(=O)O)oc2c1C(=O)CCC2 | -8
Cc1ccccc1S(=O)(=O)N=C(Nc1c(C)n(C)n(-c2ccccc2)c1=O)c1ccccc1 | -8
CC(CC=NNC(=O)COc1cc(Cl)ccc1Cl)c1ccccc1 (stereo not given) | -12

Bioassay records (PubChem)

This is a subset, so the mix of outcomes need not match the whole.
